GRP78 ERSR act: qHTS for Inducers of the Endoplasmic Reticulum Stress Response (ERSR) in Human Glioma: qHTS. 420,000 tested, 0.02% active. U87-MG GRP78 promoter luciferase reporter, 16 h. Potency, µM, for the others: at the top dose activation, usual class: activators; also: potency is read from the fitted curve at half-maximal effect; series mostly up to about 76 µM; % of control where 0% means no effect; nearly all actives have a fitted effect of over 35% in size
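ERSR induction read as luciferase luminescence (Bright-Glo, 10 min at room temperature) in stably transfected human U87-MG glioma cells exposed to compounds for 16 h, using GRP78 as sensor.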
IDH1 R132H inh: qHTS for Inhibitors of mutant isocitrate dehydrogenase 1 (IDH1): qHTS; IDH1-R132H enzyme, NADPH consumption, diaphorase/resazurin fluorescence; AID 602179, 2012; 390,000 tested, 0.093% active; Potency, µM (highest dose often 76.6 µM), for the others: at the highest dose activity change, negative = inhibition, actives largely listed as inhibitors; also: potency is read from the fitted curve at half-maximal effect; % is scaled to controls: 0 for no effect and ±100 for the full control effect; nearly all actives have a fitted effect of over 65% in size
Target sequence (O75874 whole entry R132H, stated change not applied): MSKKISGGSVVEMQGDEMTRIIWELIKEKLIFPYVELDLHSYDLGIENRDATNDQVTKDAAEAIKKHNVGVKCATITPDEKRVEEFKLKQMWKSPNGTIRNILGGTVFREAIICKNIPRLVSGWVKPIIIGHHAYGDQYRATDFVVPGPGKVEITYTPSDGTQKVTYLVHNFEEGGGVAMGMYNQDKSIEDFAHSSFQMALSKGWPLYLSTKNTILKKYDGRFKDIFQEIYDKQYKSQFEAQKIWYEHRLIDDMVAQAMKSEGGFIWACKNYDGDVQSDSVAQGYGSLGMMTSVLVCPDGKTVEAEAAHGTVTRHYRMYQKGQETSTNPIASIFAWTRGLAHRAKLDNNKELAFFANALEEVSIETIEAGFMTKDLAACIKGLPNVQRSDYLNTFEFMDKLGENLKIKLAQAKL
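IDH1-R132H (0.5 ug/mL dispensed) in pH 7.5 Tris buffer was preincubated 30 min with compound, then given a substrate mix of 0.016 mM NADPH and 2 mM alpha-KG for 80 min at room temperature; remaining NADPH was read by diaphorase/resazurin fluorescence.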
Vif-A3G inh: qHTS for Inhibitors of Vif-A3G Interactions: qHTS. DNA dC->dU-editing enzyme APOBEC-3G (Homo sapiens), Q9HC16. HeLa A3G-eYFP + Vif (tagged APOBEC3G with the HIV-1 protein that degrades it), YFP fluorescence, overnight. Potency, µM (doses to about 46.1 µM), without a hit: at the top dose activity, negative = active, usual class: inhibitors. 410,000 tested, 0.076% active;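 also: potency is read from the fitted curve at half-maximal effect; % is scaled to controls: 0 for no effect and ±100 for the full control effect; nearly all actives have a fitted effect of over 60% in size; hits raise eYFP signal because A3G escapes Vif-driven loss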
Target sequence (Q9HC16 whole entry, looked up): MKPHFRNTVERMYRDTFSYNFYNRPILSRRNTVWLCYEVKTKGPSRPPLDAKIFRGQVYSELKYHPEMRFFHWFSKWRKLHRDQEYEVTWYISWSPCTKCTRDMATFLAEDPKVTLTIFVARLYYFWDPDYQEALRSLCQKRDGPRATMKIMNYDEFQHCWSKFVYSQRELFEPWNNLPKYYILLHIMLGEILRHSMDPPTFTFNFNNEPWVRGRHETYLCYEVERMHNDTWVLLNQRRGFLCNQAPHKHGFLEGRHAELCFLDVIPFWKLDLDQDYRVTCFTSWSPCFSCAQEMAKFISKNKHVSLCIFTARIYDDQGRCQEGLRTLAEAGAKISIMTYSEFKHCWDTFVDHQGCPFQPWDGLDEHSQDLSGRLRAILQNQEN
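Read-out is eYFP fluorescence (Ex 488/Em 500-530) from Vif-expressing HeLa A3G-eYFP cells; more signal means A3G escaped Vif-mediated degradation. Cells plated overnight, compound pinned in, incubated overnight at 37 deg C.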
USP1-UAF1 inh: Inhibitors of USP1/UAF1: Primary Screen; Ubiquitin carboxyl-terminal hydrolase 1 (Homo sapiens), O94782; recombinant USP1/UAF1, Ub-Rhodamine cleavage fluorescence; Potency, µM (doses to about 57.1 µM), without a hit: top-dose activity change, negative = inhibition, actives largely listed as inhibitors; 390,000 tested, 0.23% active; AID 743255, 2014; also: potency is read from the fitted curve at half-maximal effect; % is scaled to controls: 0 for no effect and ±100 for the full control effect; nearly all actives have a fitted effect of over 60% in size; inactives centre near -12
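Step one: compound is pinned into 1nM USP1/UAF1 in HEPES pH 7.8 buffer with TCEP. Step two: 15 min room-temperature incubation. Step three: Ub-Rho (150nM final) starts cleavage, tracked by fluorescence over six one-minute reads.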
rTrxR1 inhibitor: qHTS Assay for Inhibitors of Mammalian Selenoprotein Thioredoxin Reductase 1 (TrxR1): qHTS | AID 588453, 2011 | recombinant rTrxR1, NADPH fluorescence consumption, selenite substrate | 390,000 tested, 1% active | Potency, µM (series often up to 114 µM), without a hit: at the highest dose activity change, negative = inhibition, hits mostly inhibitors | Thioredoxin reductase 1, cytoplasmic (Rattus norvegicus), O89049; also: potency is read from the fitted curve at half-maximal effect; % is scaled to controls: 0 for no effect and ±100 for the full control effect; nearly all actives have a fitted effect of over 65% in size
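Rat TrxR1 (90 nM in the dispensed reagent) was pre-reduced with 400 uM NADPH for 5 min at room temperature, then incubated with compound for 15 min. After 400 uM selenite was added, NADPH fluorescence (Ex 340/Em 450 nm) was followed for 8 min.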
LDHA block: qHTS assay for inhibitors of human lactate dehydrogenase | activity change, % (values are at about 110 or 230 µM) | purified LDHA, NADH/diaphorase-resazurin fluorescence; stronger effect = lower value | 480,000 tested, 0.15% active | L-lactate dehydrogenase A chain (Homo sapiens), P00338; in the data active = activity change below about -30%; inconclusive = mostly about -25% to -30%;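 also: plate controls were DMSO wells for no effect and wells without enzyme for full effect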
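Resorufin fluorescence (ex540/em590), read at 0 and 20 min after diaphorase/resazurin addition, reports the NADH left after a 5 min room-temperature reaction of 2 nM human LDH5 with 0.06 mM NADH and 0.2 mM pyruvate.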
TrxR1 substrate: qHTS Assay for Substrates of Mammalian Selenoprotein Thioredoxin Reductase 1 (TrxR1): qHTS | 390,000 tested, 0.01% active | purified TrxR1 substrate turnover, NADPH consumption readout | Potency, µM (top dose mostly 114 µM), without a hit: at the highest dose activity change, negative = substrate turnover | Thioredoxin reductase 1, cytoplasmic (Rattus norvegicus), O89049; also: potency is read from the fitted curve at half-maximal effect; % is scaled to controls: 0 for no effect and ±100 for the full control effect; nearly all actives have a fitted effect of over 50% in size
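Rat TrxR1, dispensed at 90 nM, was prereduced with 400 uM NADPH (final) for 5 min at ~22 deg C, then incubated with compound 15 min before 400 uM selenite. A first-read NADPH fluorescence drop versus no-compound background flagged substrates.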
Vif-A3F inh: qHTS for Inhibitors of Vif-A3F Interactions: qHTS; 390,000 tested, 0.2% active; HeLa A3F-eYFP + Vif (tagged APOBEC3F with the HIV-1 protein that degrades it), YFP fluorescence increase; Potency, µM (titrated, usually from 46.1 µM), without a hit: at the top dose activity, negative = active; also: potency is read from the fitted curve at half-maximal effect; % of control where 0% means no effect; nearly all actives have a fitted effect of over 65% in size
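HeLa cells stably expressing Vif plus C-terminally eYFP-tagged A3F were seeded, incubated overnight at 37 deg C, dosed with compound, incubated overnight again at 37 deg C. Yellow fluorescence (Ex 488/Em 500-530) reported blocked Vif-mediated A3F-eYFP degradation.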
RGS4 inhibitor: Inhibitors of Regulator of G Protein Signaling (RGS) 4: qHTS; Potency, µM (titrated, usually from 114 µM), for the others: at the top dose activity change, negative = inhibition, actives largely listed as inhibitors; 390,000 tested, 0.039% active; Transcreener GDP fluorescence polarization, RGS4-accelerated GTP hydrolysis; also: potency is read from the fitted curve at half-maximal effect; % is scaled to controls: 0 for no effect and ±100 for the full control effect; nearly all actives have a fitted effect of over 75% in size; some results filed as inactive show a strong effect at the top dose
Target sequence (P49798 whole entry, looked up): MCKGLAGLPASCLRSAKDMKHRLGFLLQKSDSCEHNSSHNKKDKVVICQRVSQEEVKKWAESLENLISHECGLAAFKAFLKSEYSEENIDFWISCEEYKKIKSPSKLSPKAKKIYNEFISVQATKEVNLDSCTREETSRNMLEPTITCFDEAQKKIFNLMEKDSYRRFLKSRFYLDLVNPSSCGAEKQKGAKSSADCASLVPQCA
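MLSMR compounds (23 nl, pin-transferred) preincubated 10 min at room temperature with a 500nM (2x) first reagent, then RGS4 at 900nM (2x) plus Transcreener GDP mix added; fluorescence polarization (620/688 nm) read before and after 90 min at 30 °C.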
Starred values were filed as active, the others as inactive; u = inconclusive; & = joins results of further samples; [ ] = another dose, or the depositor's remark. Unless noted, calls follow the shape of the dose curve; as a rule, active = well fitted curve in the direction sought with a large enough effect; inconclusive = small, poorly fitted or top-dose-only effect, or another doubt; inactive = no such curve, though single readings can be large; an effect the other way counts as inactive or inconclusive. The list is partial; the hit share may differ from the screen's.

SMILES	GRP78 ERSR act	IDH1 R132H inh	Vif-A3G inh	USP1-UAF1 inh	rTrxR1 inhibitor	LDHA block	TrxR1 substrate	Vif-A3F inh	RGS4 inhibitor
Oc1ccc(N=Cc2ccc(-c3cccs3)s2)cc1	17.0%	17.3%	u	12.6µM*	266.1%[activator]	38.3	732.1%[activator]	2.7%	-49.2%
CC(=O)c1cc(-c2ccccc2)n(CC(=O)Nc2ccc(C)c(C)c2)c1C	-9.9%&-5.8%	-8.0%&-10.2%	-27.5%&-22.5%	-5.5%&-17.2%	15.3%[57.1 µM]	10.0&-8.3&-6.9	3.1%[57.1 µM]	-9.2%&-7.4%	-16.8%&-34.1%
COc1ccccc1Nc1nc(-c2sc(NC(=O)c3ccccc3)nc2C)cs1	-1.1%	u	-11.5%	-24.7%	13.7%	0.1	4.2%	-2.6%	u
CS(=O)(=O)c1ccc(-c2cccc(NC(=O)c3ccc(Br)o3)c2)nn1	-3.0%	1.6%	0.3%	0.0%	13.0%	-7.0	-7.4%[57.1 µM]	-24.0%	19.8%
CCO[C@H]1OC(C(=O)N2CCCCCCC2)=C[C@@H](c2coc3ccccc3c2=O)[C@@H]1CCCO	-3.5%	0.4%[38.3 µM]	-0.3%	-23.5%	-1.6%	-0.4	-1.8%	4.9%	-15.5%
COc1ccc(C2c3cc(OC)c(OC)cc3CC3C(=O)OCC32)cc1OC (stereo not drawn)	-4.0%	0.6%	-0.2%	1.0%	7.7%	-5.0	3.1%	6.5%	3.0%
CCOc1ccc2ncc3c(-c4ccccc4)nn(CC(=O)Nc4cccc(F)c4)c3c2c1	-3.8%	-7.2%	0.8%	-18.2%	25.1%[57.1 µM]	-4.0	5.0%[57.1 µM]	0.6%	4.4%
O=C(Nc1ccccc1)N1CCCCC1c1cccnc1 (stereo not drawn)	-1.3%	3.0%	0.8%	-16.5%	-5.3%	-3.7	-1.8%	1.9%	21.7%
O=[N+]([O-])c1cc(S(=O)(=O)N2CCOCC2)ccc1N1CCCC1	2.5%	-5.1%	-3.7%	-15.1%	-1.8%[57.1 µM]	1.9	-1.7%[57.1 µM]	-2.2%	-3.5%
CCCCn1c(N)c(-c2nc3ccccc3s2)c2c([N+](=O)[O-])nn(C)c(=O)c21	-3.3%	2.6%	-2.1%	-10.4%	14.4%[57.1 µM]	-3.2	7.5%[57.1 µM]	-4.2%	-6.3%
CCc1cc(=O)oc2c(C)c(OCC(=O)N3CCC(C(=O)O)CC3)ccc12	1.6%	8.5%	1.8%	-16.7%	-4.1%	1.8	79.4%[activator]	-0.8%	-12.5%
O=C(NCc1cnn(-c2ccc(F)cc2)c1)C1CCC(=O)N(C2CC2)C1 (stereo not drawn)	-2.1%	0.3%	-2.2%	-12.4%	10.1%	-12.1	0.9%	-12.4%	35.7%
CN(C)c1ccc(S(=O)(=O)NCC(=O)NCCC2=CCCCC2)cc1[N+](=O)[O-]	-4.3%	1.4%	1.5%	-14.4%	-9.0%	-5.1	-9.9%	1.9%	16.2%
CCn1c(SCC(=O)Nc2cc(C)c(Cl)cc2OC)nnc1-c1ccco1	-0.7%	16.0%	-6.2%	-12.3%	u	10.8	2.5%	-8.1%	-28.1%
Cc1ccc(-n2ncc(C(=O)N3CCN(C(=O)c4ccco4)CC3)c2C2CCN(C(=O)OC(C)(C)C)CC2)cc1	-4.5%	-16.8%	0.0%	-2.7%	10.2%	-0.2	-3.3%	1.6%	-5.2%
Cc1ccc2c(c1)C(c1ccccc1)N(C(=O)c1ccccc1[N+](=O)[O-])CC(=O)N2 (stereo not drawn)	2.9%	-13.5%	-8.3%	-25.9%	25.9%	-6.7	9.8%	13.7%	-26.7%
O=C(COC(=O)/C=C/c1cccc(C(F)(F)F)c1)NCc1cccs1	-2.2%	0.3%	-4.3%	-8.5%	10.0%	-10.8	-2.6%	-1.7%	37.7%
O=C(COC(=O)c1ccc[nH]c1=O)Nc1cc(S(=O)(=O)N2CCCCC2)ccc1Cl	-4.5%	8.3%	0.0%	-16.5%	41.4%[57.1 µM]	-1.1	17.4%[57.1 µM]	-5.1%	-16.8%
CCCCNC(=O)C1CCC(CNS(=O)(=O)c2ccc(NC(C)=O)cc2)CC1 (stereo not drawn)	-2.5%&-2.3%	-1.1%&-0.7%	1.5%&-4.3%	11.1%&-8.3%	19.3%[57.1 µM]	-7.9&-6.0	0.9%[57.1 µM]	2.0%&-0.1%	6.1%&2.3%
COC(=O)c1ccc(OC)cc1OCC(=O)N1CCN(c2ccc(F)cc2)CC1	-5.6%	6.6%	-0.8%	-10.0%	12.5%	-4.2	6.0%	2.9%	-6.8%
Cc1cccc(C(=O)Nc2c3c(nn2C(C)(C)C)CS(=O)(=O)C3)c1	-3.8%	1.6%	-0.9%	-2.5%	0.4%	-7.7	-3.5%	-21.4%	1.3%
C=CCn1c(-c2cccn(Cc3ccc(Cl)cc3)c2=O)n[nH]c1=S	-3.5%	6.5%	-4.7%	0.6%	0.6%[57.1 µM]	-11.0	7.4%[57.1 µM]	12.9%	6.2%
Cc1cc(NC(=O)CN2CCN(c3ccccn3)CC2)ccc1Br	4.0%	-0.5%	0.6%	-8.8%	-3.5%	-3.6	-9.6%	-11.4%	-0.3%
O=C(CCS(=O)(=O)c1ccccc1Cl)NCc1ccc(F)cc1	-0.5%	1.9%	1.0%	-23.2%	u	-1.8	3.9%	-4.8%	-26.7%
Cc1cccc(-n2nnc(C(=O)Nc3ccc(F)cc3)c2N)c1	-0.2%	-4.6%	2.8%	-23.5%	-0.1%[57.1 µM]	-7.4	7.3%[57.1 µM]	-3.8%	-4.7%
NC(=O)c1ccc(Nc2ccc3c(c2)CCC3)c([N+](=O)[O-])c1	-1.4%	5.3%	-3.3%	-29.0%	2.4%	-5.9	-11.3%	7.6%	11.2%
COc1ccc(NC(=O)c2ccc(N3C(=O)C4CC=C(Cl)CC4C3=O)cc2)cc1 (stereo not drawn)	-2.9%	19.1%	4.4%	-20.2%	32.1%	-5.2	8.6%[2.29 µM]	-16.3%	-11.3%
CC(NC(=O)C1CCCC1)c1ccccc1 (stereo not drawn)	-3.3%	2.8%	9.0%	-20.5%	2.4%	2.5	-0.5%	-2.2%	-21.8%[56.9 µM]
C=CCc1cccc(/C=N/NC(=O)CCC(=O)Nc2ccc(F)cc2)c1O	-8.3%	-9.1%	-1.2%	-5.9%	14.4%	-7.7	-3.7%	-18.4%	3.6%
Cc1ccc(NC2=C/C(=N/S(=O)(=O)c3cccs3)c3ccccc3C2=O)cc1	-11.6%	12.5%	-10.6%	u	11.1%	24.3	2.1%	3.3%	-23.7%
Fc1ccc(NC(=S)NCc2ccccc2)cc1	-1.5%	-5.5%	-0.4%	0.7%	u	-8.9	-12.6%	-4.7%	17.0%
CC(C)NC(=O)Nc1ccc2c(c1)N(C)C(=O)c1ccccc1S2	-5.6%	4.4%	-3.0%	-33.6%	-21.3%	-0.7	1.5%	0.1%	-12.4%
O=C(COc1ccccc1)c1ccccc1	4.2%	4.1%	1.2%	-14.5%	10.2%	1.7	3.9%	5.2%	2.1%
CCC(C)(c1nnnn1-c1c(C)cccc1C)N(N=O)c1cccc(C(F)(F)F)c1 (stereo not drawn)	-0.3%	3.4%	-4.0%	-7.4%	20.5%	-3.0	0.3%	-3.6%	-25.8%
Cc1ccc(-c2nnn(CC(=O)N(CCCO)C(C(=O)NC3CCCC3)c3ccc(Cl)cc3)n2)o1 (stereo not drawn)	-1.8%	25.0%	-0.2%	-2.3%	24.4%	-5.1	2.2%	-12.8%	-3.5%

3 compounds already listed, sorted by SMILES length, ascending.
SMILES	GRP78 ERSR act	IDH1 R132H inh	Vif-A3G inh	USP1-UAF1 inh	rTrxR1 inhibitor	LDHA block	TrxR1 substrate	Vif-A3F inh	RGS4 inhibitor
Cc1cccc(-n2nnc(C(=O)Nc3ccc(F)cc3)c2N)c1	-0.2%	-4.6%	2.8%	-23.5%	-0.1%[57.1 µM]	-7.4	7.3%[57.1 µM]	-3.8%	-4.7%
NC(=O)c1ccc(Nc2ccc3c(c2)CCC3)c([N+](=O)[O-])c1	-1.4%	5.3%	-3.3%	-29.0%	2.4%	-5.9	-11.3%	7.6%	11.2%
Cc1ccc(-c2nnn(CC(=O)N(CCCO)C(C(=O)NC3CCCC3)c3ccc(Cl)cc3)n2)o1 (stereo not drawn)	-1.8%	25.0%	-0.2%	-2.3%	24.4%	-5.1	2.2%	-12.8%	-3.5%

Compound activity as filed in PubChem.
